# KLF5 inhibitor: inhibitors of KLF5 expression; 0.23% of 290,000 active; inhibition, % at 5 µM; DLD-1 KLF5 promoter-luciferase reporter, luminescence;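 active = inhibition above a per-plate limit of that plate's mean compound inhibition plus 3 SD, cut at about 60% in these data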;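 note: 0% = DMSO wells and 100% = LY294002 at 200 µM; higher means less KLF5 promoter-driven luciferase light; inactives centre near -14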
# GSK3B inh: human GSK3beta kinase inhibition; P49841; 0.038% of 300,000 active; AID 2097; GST-GSK3beta kinase, ADP-Glo luminescence, 60 min; active compounds read low; activity score (negative = inhibition), % at 10 µM;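 active = more than half of replicate wells score below -50%, meaning over 50% inhibition versus plate controls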;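 note: 0% = median DMSO wells and -100% = median GW8510 positive control wells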
# Target sequence (P49841 whole entry, looked up): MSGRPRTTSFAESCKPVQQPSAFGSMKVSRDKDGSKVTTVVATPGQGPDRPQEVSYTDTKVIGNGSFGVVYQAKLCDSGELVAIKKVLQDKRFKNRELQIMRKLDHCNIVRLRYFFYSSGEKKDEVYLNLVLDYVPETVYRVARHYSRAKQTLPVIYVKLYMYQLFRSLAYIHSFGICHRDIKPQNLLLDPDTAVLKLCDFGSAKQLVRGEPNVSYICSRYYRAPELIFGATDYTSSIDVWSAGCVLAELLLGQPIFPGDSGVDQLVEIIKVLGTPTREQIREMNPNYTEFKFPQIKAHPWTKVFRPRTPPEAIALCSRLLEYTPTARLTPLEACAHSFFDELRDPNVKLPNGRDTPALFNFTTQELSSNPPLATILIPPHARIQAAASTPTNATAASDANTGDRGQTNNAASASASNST
#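 Assay system: GST-tagged human GSK3beta kinase, cell-free; Input: 1.6 ng GSK3beta; Medium: Tris/MgCl2 kinase buffer; Timing: 60 min enzyme reaction, room temperature; Signal: ADP-Glo luminescence quantifying ADP generated by kinase; Evaluation: score relative to plate controls; Benchmarks: DMSO neutral wells and GW8510 at 20 µM as positive.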
# PolyA inh: blocks polyadenylation in yeast reporter cells; S. cerevisiae SKY197-pL101 polyadenylation reporter, beta-gal luminescence; efflux-impaired pdr1/pdr3 knockout yeast; score 100 = 6 SD above DMSO; calls only at 12 µM; 0.02% of 300,000 active; AID 1875;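 active = lowest replicate activity score at least 50, where 100 means six control SD above control mean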;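 note: yeast exposed to compound for 9 h at 30 °C; higher score means more reporter readthrough which indicates perturbed polyadenylation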
# AI-2 QS mod: Vibrio harveyi AI-2 quorum sensing modulation | Vibrio harveyi JMH597 AI-2 luminescence/OD600 ratio, 9 h; active compounds read low; strain lacks LuxN and CqsS sensors; 0 = neutral-control median | activity change, % at 7.5 µM | 0.4% of 300,000 active; in the data active = activity change below about -75%, passing the limit was not always enough;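 note: luminescence divided by OD600 gain over 9 h not by final OD600 alone; inactives centre near 13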
# GSK3A inh: inhibitors of human GSK-3 alpha kinase; P49840; ADP-Glo luminescence, 60 min; AID 2650; 0.1% of 320,000 active; inhibition, % at 10 µM;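 in the data active = inhibition above about 50%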;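 note: GST-tagged GSK-3 alpha with peptide substrate and 25 µM ATP; 0% = DMSO neutral wells and 100% = GW8510 positive control wells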
# Target sequence (P49840 whole entry, looked up): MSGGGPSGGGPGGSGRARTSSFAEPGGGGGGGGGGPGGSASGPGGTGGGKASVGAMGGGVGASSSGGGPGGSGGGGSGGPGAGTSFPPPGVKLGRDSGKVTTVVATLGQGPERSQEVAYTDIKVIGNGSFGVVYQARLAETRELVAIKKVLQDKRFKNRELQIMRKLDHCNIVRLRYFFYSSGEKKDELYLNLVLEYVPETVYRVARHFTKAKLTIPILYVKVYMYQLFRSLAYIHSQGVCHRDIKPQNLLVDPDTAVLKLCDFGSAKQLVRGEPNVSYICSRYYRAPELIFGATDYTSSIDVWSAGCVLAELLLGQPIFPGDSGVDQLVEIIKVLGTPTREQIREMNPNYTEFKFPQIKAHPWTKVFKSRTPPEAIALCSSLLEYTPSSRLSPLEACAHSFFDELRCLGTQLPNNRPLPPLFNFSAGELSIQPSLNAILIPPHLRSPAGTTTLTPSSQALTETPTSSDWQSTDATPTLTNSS
# IEC-6 cytotox: IEC-6 cytotoxicity, counter-screen for KLF5 inhibitors | luminescence viability | inhibition, % at 5 µM | 0.78% of 290,000 active | AID 1825; in the data active = inhibition above about 22%;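 note: 0% = plate median of test compound wells and 100% = cytotoxic reference compound wells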
# HSF1 inhib: HSF1 inhibition | activity change, negative = inhibition, % at 7.5 µM (by protocol) | 0.77% of 300,000 active | NIH3T3-HGL HSE-luciferase, MG132-induced, luminescence 8 h; active compounds read low;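 active = more than half of replicate wells show activity change below -50%, luminescence cut by over half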;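 note: luciferase reports HSF-1 transcriptional activity via heat shock element; 0% = median of DMSO wells and -100% = zero luminescence signal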
# aSyn UTR inh: MLPCN primary screen, SNCA 5' untranslated region. alpha-synuclein 5'UTR reporter, inhibitor activity. 0.82% of 300,000 active. inhibition, % (tested at 7.5 µM). AID 1813; in the data active = inhibition above about 60%;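 note: H4 neuroglioblastoma cells stably carrying SNCA 5'UTR luciferase fusion; 0% = DMSO wells and 100% = positive control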
# HSF-1 act: increases HSF-1 driven luciferase reporter signal; NIH3T3-HGL HSF-1 luciferase reporter, MG132, 8 h; 100% = twice DMSO control signal; 1.7% of 300,000 active; activation, % at 9 µM;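 active = mean replicate activation of at least 50% with a set share of replicates each reaching 50%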;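 note: 0% = median of the neutral control wells and 100% = twice that signal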
# HSP90 refold inh: blocks HSP90-mediated luciferase refolding in reticulocyte lysate; Rabbit reticulocyte lysate, luciferase refolding luminescence, 3 h; inhibition, % at 5.6 µM; 0.91% of 290,000 active; AID 1789;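 active = inhibition above the screen-wide mean plus 3 SD, computed separately per campaign, cut at about 16% in these data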;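 note: 0% = DMSO wells and 100% = 60 µM geldanamycin wells; inhibitors lower the luminescence because luciferase stays unfolded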
# * marks the source's active call; other numbers are inactive results; i = inactive; . = not tested or not shown.
SMILES,KLF5 inhibitor,GSK3B inh,PolyA inh,AI-2 QS mod,GSK3A inh,IEC-6 cytotox,HSF1 inhib,aSyn UTR inh,HSF-1 act,HSP90 refold inh
Cc1nnc(SCC(=O)c2ccccc2)n1Cc1ccccc1,-3,-1,i,1,-2,0,10,-4,20,-5
CS(=O)(=O)CCC(C(=O)OCC(=O)c1ccc(Cl)cc1)N1C(=O)c2ccccc2C1=O (stereo unspecified),-3,0,i,14,5,1,-5,-15,-9,-3
CN(C)NC(=S)Nc1ccc(Cl)cc1,-4,3,i,11,-2,0,-2,-12,-4,2
Oc1cccc(Nc2nc(N3CCOCC3)nc(N3CCOCC3)n2)c1,-50,-1,i,18,2,4,-15,37,-18,0
Cc1cc(N2CCOCC2)ccc1/C=C1\NC(=O)N(CC(=O)Nc2ccc(F)cc2)C1=O,-24,-3,i,20,-2,5,21,-57,33,-2
Cc1ccc(C(C)C)c(OCCn2c(=O)oc3ccccc32)c1,-11,0,i,7,2,3,4,26,21,1
COc1ccccc1CNC(=O)CCCNC(=O)c1ccc(Cl)cc1,-13,-2,i,15,0,1,-5,13,-7,-2
COc1ccc(NC(=S)/N=C(\N)Nc2nc(C)c3ccc(C)cc3n2)cc1,-6,1,i,-8,-1,13,-15,18,-25,-3
Cc1ccc2c(NC(=O)c3ccco3)cccc2n1,-8,2,i,16,-2,0,3,2,3,-3
COC(=O)CC[C@@H](C(=O)O)N1C(=O)c2ccccc2C1=O,-22,-2,i,24,-4,-5,-1,-1,14,5
CCOc1ccc(NC(=O)C(=O)NCc2ccncc2)cc1,-4,2,i,10,-4,2,0,-1,25,2
Cc1occc1-c1nnc(SCC(=O)N2CCN(c3ccccc3)CC2)n1C,-11,4,i,10,-2,-6,2,9,7,-1
CCC1Sc2ccccc2N(CC(=O)NCCC(C)C)C1=O (stereo unspecified),-29,-5,i,-18,-1,-6,3,-39,24,-1
CCc1ccc(NC(=S)N(CCCN2CCOCC2)Cc2ccccn2)cc1,-20,-5,i,-3,-1,-4,-1,-15,14,1
O=C1CNC(=O)/C1=C\N1CCCCC1,-39,0,i,17,-2,-7,-11,8,-8,-3
CC(=O)N1c2ccc(S(=O)(=O)NCC3CCC(C(=O)NC4CCCCC4C)CC3)cc2CC1C (stereo unspecified),-2,-2,i,44,0,2,1,40,-2,-8
C/C(=N\NC(=O)CSCc1ccc([N+](=O)[O-])cc1)c1cccc(Br)c1,-8,2,i,8,-3,-3,11,28,20,-1
COc1ccc(Cn2cccc(NC(=O)Nc3cccc(C#N)c3)c2=O)cc1,-8,-6,i,10,-3,2,3,15,-3,6
COc1cccc(NC(=O)CNC(=O)c2ccc(F)cc2)c1,-33,-18,i,6,-1,0,-2,-21,20,0
CC(=O)c1ccc(N(CC(=O)NC2CCCCC2)C(=O)CNC(=O)c2cccs2)cc1,-11,0,i,-2,0,-5,-6,-6,-5,2
COc1ccc(-c2csc(Nc3cccnc3)n2)cc1OC,-30,1,i,3,-1,-6,0,-13,-4,-1
S=c1[nH]nc(-c2cccc(Br)c2)o1,-8,-2,i,42,7,-5,-13,5,-17,-1
O=C(COC(=O)COc1ccccc1)NCc1ccco1,.,0,i,19,3,.,-4,-16,13,.
Nc1ccc(CSc2ccc(Cl)cc2)cc1,-36,-3,i,-8,-7,-3,11,-3,20,0
Cc1cc(C(=O)N2CCCC(C(=O)c3cc(F)ccc3F)C2)c(C)o1 (stereo unspecified),-25,1,i,14,-1,-1,8,-1,12,-3
# Next part:
SMILES,KLF5 inhibitor,GSK3B inh,PolyA inh,AI-2 QS mod,GSK3A inh,IEC-6 cytotox,HSF1 inhib,aSyn UTR inh,HSF-1 act,HSP90 refold inh
COc1ccc(NC(=O)OCC(C)C)cc1OC,-50,2,i,-1,11,2,-1,-36,-11,0
CC(=O)c1ccc(N(C(=O)Cn2nnc3ccccc32)C(C(=O)NC2CCCCC2)c2cn(C)nc2C)cc1 (stereo unspecified),-18,3,i,5,.,0,-1,-3,-2,1
CCc1ccc(NC(=S)N(CCN2CCOCC2)Cc2ccccc2F)cc1,-34,3,i,9,-2,3,-17,14,-19,-4
NS(=O)(=O)c1ccc(-c2ccc(C=O)o2)cc1,-19,1,i,5,-1,-2,4,20,-4,-3
CC1(NC(=O)NCCCCCCNC(=O)NC2(C)CCS(=O)(=O)C2)CCS(=O)(=O)C1 (stereo unspecified),-12,2,i,9,-2,1,-4,0,-6,0
CCn1c(SCC(=O)Nc2ccc(OC)c(OC)c2)nnc1-c1c[nH]c2ccccc12,-12,-2,i,8,-2,-3,2,10,7,-3
CN1CCN(C(=S)Nc2cccc(Cl)c2)CC1,-11,-2,i,20,3,7,2,-2,-6,-2
CCOC(=O)c1c(NC(=O)Cn2nc(C(=O)O)c3ccccc3c2=O)sc2c1CCC(C)C2 (stereo unspecified),16,0,i,-10,-1,-3,-5,15,7,0
CC(=O)Nc1ccc(-c2csc(Nc3ccccn3)n2)cc1,-196,-4,i,18,4,1,42,-161,49,4
O=C(CN1CCN(S(=O)(=O)N2CCOCC2)CC1)Nc1cc(Cl)ccc1Cl,2,2,i,17,2,4,-7,14,-7,-2
CCn1c(/C=C/c2ccccc2[N+](=O)[O-])nc2ccccc2c1=O,-11,-4,i,28,0,5,19,-58,20,1
CN(Cc1cccs1)C(=O)C1CC(=O)N(Cc2ccccc2)C1 (stereo unspecified),.,-4,i,0,-3,.,-4,-5,4,.
Cc1cccc(C)c1NC(=O)N1CCC(N2CCCCC2)CC1,0,-7,i,6,-4,2,5,-1,-12,-1
Cc1ccc2oc(-c3cccc(NC(=O)Cn4cnc5c(=O)n(C)c(=O)n(C)c54)c3)nc2c1,-20,0,i,5,-1,4,7,-119,33,4
COc1ccc(NC(=O)CCS(=O)(=O)c2ccccc2)c(OC)c1,-25,0,i,-4,0,-1,-5,-44,3,-2
Cc1nnc2ccc(-c3cccc(NS(=O)(=O)c4ccccc4[N+](=O)[O-])c3)nn12,.,0,i,23,-2,.,3,-14,-18,.
Cc1ccc(NC(=O)COC(=O)c2ccc3c(c2)NC(=O)C2CCCN32)cc1 (stereo unspecified),-3,2,i,-3,-3,1,-4,-18,-4,5
CC(=O)NN1C(=O)/C(=C\c2ccc(C)cc2)SC1=S,-22,-3,i,32,-3,-2,5,6,-20,-3
CC(=O)c1cccc(NC(=O)c2ccc3c(c2)CCN3S(=O)(=O)c2ccccc2)c1,-36,6,i,17,0,-1,6,-54,22,20*
Cn1cc(C(N)=O)c2ccccc21,-23,1,i,16,-4,-1,-4,13,-12,-1
CCOC(=O)c1nnn(CC(=O)Nc2cccc(Cl)c2C)c1C(=O)OCC,-28,-1,i,11,4,0,1,5,9,4
Cc1cccc(C(=O)Nc2ccc(C(=O)c3ccccc3)cc2)c1,.,1,i,10,0,.,3,-106,14,.
COc1cccc(C2C(C(=O)OC(C)C)=C(C)Nc3ncnn32)c1 (stereo unspecified),-7,-2,i,4,45,-1,-3,4,6,-4
COc1ccc(NC(=O)C2CCC(CNC(=O)[C@@H]3Cc4ccccc4CN3)CC2)cc1 (stereo partly specified),-36,3,i,38,0,1,-7,21,-3,1
CCCCCN(C(=O)CCC(=O)OCCOc1ccc(OCC)cc1)c1c(N)n(CCCC)c(=O)[nH]c1=O,.,1,i,19,-3,.,9,13,-21,.

# At a glance, some entries already given:
SMILES,KLF5 inhibitor,GSK3B inh,PolyA inh,AI-2 QS mod,GSK3A inh,IEC-6 cytotox,HSF1 inhib,aSyn UTR inh,HSF-1 act,HSP90 refold inh
CCn1c(SCC(=O)Nc2ccc(OC)c(OC)c2)nnc1-c1c[nH]c2ccccc12,-12,-2,i,8,-2,-3,2,10,7,-3
CN1CCN(C(=S)Nc2cccc(Cl)c2)CC1,-11,-2,i,20,3,7,2,-2,-6,-2
CCOC(=O)c1c(NC(=O)Cn2nc(C(=O)O)c3ccccc3c2=O)sc2c1CCC(C)C2 (stereo unspecified),16,0,i,-10,-1,-3,-5,15,7,0
CC(=O)Nc1ccc(-c2csc(Nc3ccccn3)n2)cc1,-196,-4,i,18,4,1,42,-161,49,4
O=C(CN1CCN(S(=O)(=O)N2CCOCC2)CC1)Nc1cc(Cl)ccc1Cl,2,2,i,17,2,4,-7,14,-7,-2

# Arranged by value in GSK3B inh (descending): 7 of the compounds above.
SMILES | GSK3B inh
CC(=O)c1cccc(NC(=O)c2ccc3c(c2)CCN3S(=O)(=O)c2ccccc2)c1 | 6
CCc1ccc(NC(=S)N(CCN2CCOCC2)Cc2ccccc2F)cc1 | 3
Cc1ccc(NC(=O)COC(=O)c2ccc3c(c2)NC(=O)C2CCCN32)cc1 (stereo unspecified) | 2
Cc1cc(C(=O)N2CCCC(C(=O)c3cc(F)ccc3F)C2)c(C)o1 (stereo unspecified) | 1
CCOC(=O)c1c(NC(=O)Cn2nc(C(=O)O)c3ccccc3c2=O)sc2c1CCC(C)C2 (stereo unspecified) | 0
Oc1cccc(Nc2nc(N3CCOCC3)nc(N3CCOCC3)n2)c1 | -1
Nc1ccc(CSc2ccc(Cl)cc2)cc1 | -3

# More entries
SMILES,KLF5 inhibitor,GSK3B inh,PolyA inh,AI-2 QS mod,GSK3A inh,IEC-6 cytotox,HSF1 inhib,aSyn UTR inh,HSF-1 act,HSP90 refold inh
CCc1ccc(NC(=O)C2CCN(S(=O)(=O)c3ccc4c(c3)NC(=O)C(C)S4)CC2)cc1 (stereo unspecified),-33,0,i,16,-1,-1,-5,2,-14,-1
c1ccc(-c2nc(C3CCCCC3)no2)cc1,-50,-2,i,6,-1,-6,0,-204,9,4
COc1ccc(-n2c(=S)[nH]c3sc4c(c3c2=O)CCN(C)C4)cc1,-13,3,i,2,0,-7,-3,1,-5,1
CCOC(=O)C(C)Oc1cccc2c(=O)n(CC(=O)Nc3ccc(OCC)cc3)ccc12 (stereo unspecified),-2,3,i,-1,2,1,-7,-25,-8,-3
CCOC(=O)N1CCN(C(=O)CN(C2CCCCC2)S(=O)(=O)c2ccc(C)cc2)CC1,-20,1,i,19,-2,1,-11,-27,-16,2
Cc1nonc1CN(C)C(=O)CC1C(=O)NCCN1Cc1ccc(F)c(F)c1 (stereo unspecified),-15,-5,i,12,0,-6,-4,-26,-3,-1

# From PubChem

# This is a subset; count on the stated rates, not on these rows.
